High-throughput results from PubChem BioAssay.
Glioma ERSR ind: induces the endoplasmic reticulum stress response in human glioma cells; U87-MG GRP78 promoter luciferase reporter, 16 h; Potency, µM, for inactives: top-dose activation, hits mostly activators; hit rate 0.02% among 420,000; note: potency is the fitted concentration of half-maximal effect; series mostly up to about 76 µM; % of control where 0% means no effect; nearly all actives have a fitted effect of over 35% in size
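Stably transfected U87-MG human glioma cells carrying a GRP78-based luminescent sensor were seeded at 1000 cells/well, pin-dosed with compounds and incubated 16 h. Luciferase reagent was then added, and end-point luminescence was read after 10 min at room temperature.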
LDHA block: inhibitors of human lactate dehydrogenase A. purified LDHA, NADH/diaphorase-resazurin fluorescence; active compounds read low. activity change, % (values are at about 110 or 230 µM). hit rate 0.15% among 480,000. AID 1347041; in the data active = activity change below about -30%; inconclusive = mostly about -25% to -30%;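 note: plate controls were DMSO wells for no effect and wells without enzyme for full effect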
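LDH5 2 nM; NADH 0.06 mM, pyruvate 0.2 mM; 200 mM Tris pH 7.4, EDTA, Tween-20; 5 min RT. Detection: diaphorase 0.133 mg/mL + resazurin 37 µM, fluorescence ex540/em590 at 0 and 20 min; normalized to enzyme-free and DMSO wells.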
rTrxR1 inhibitor: rat TrxR1 inhibition; O89049; Potency, µM (series often up to 114 µM), for the others: at the top dose activity change, negative = inhibition, actives largely listed as inhibitors; recombinant rTrxR1, NADPH fluorescence consumption, selenite substrate; hit rate 1% among 390,000; note: potency is the fitted concentration of half-maximal effect; % is set by controls: 0 for no effect and ±100 for the full control effect; nearly all actives have a fitted effect of over 65% in size
Target sequence (O89049 whole entry, looked up): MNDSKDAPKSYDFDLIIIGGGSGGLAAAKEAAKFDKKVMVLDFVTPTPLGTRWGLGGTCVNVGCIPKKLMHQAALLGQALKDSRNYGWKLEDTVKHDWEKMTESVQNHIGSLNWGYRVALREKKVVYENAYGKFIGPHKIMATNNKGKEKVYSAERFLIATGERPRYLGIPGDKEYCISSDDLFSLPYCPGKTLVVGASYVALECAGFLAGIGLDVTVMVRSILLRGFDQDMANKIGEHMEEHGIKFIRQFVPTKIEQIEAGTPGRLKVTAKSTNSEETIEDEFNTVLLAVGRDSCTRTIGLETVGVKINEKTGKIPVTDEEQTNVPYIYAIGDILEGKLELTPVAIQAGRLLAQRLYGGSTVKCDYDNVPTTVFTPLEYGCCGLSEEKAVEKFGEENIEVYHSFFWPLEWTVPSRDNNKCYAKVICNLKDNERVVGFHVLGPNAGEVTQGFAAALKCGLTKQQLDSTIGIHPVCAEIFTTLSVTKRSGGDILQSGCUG
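Rat TrxR1 (90 nM in the dispensed reagent) was pre-reduced with 400 uM NADPH for 5 min at room temperature, then incubated with compound for 15 min. After 400 uM selenite was added, NADPH fluorescence (Ex 340/Em 450 nm) was followed for 8 min.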
mIDH1 inhibitor: human IDH1 R132H inhibition. O75874. IDH1-R132H enzyme, NADPH consumption, diaphorase/resazurin fluorescence. Potency, µM (top dose mostly 76.6 µM), for the others: at the highest dose activity change, negative = inhibition, hits mostly inhibitors. hit rate 0.093% among 390,000. AID 602179; note: potency is the fitted concentration of half-maximal effect; % is set by controls: 0 for no effect and ±100 for the full control effect; nearly all actives have a fitted effect of over 65% in size
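IDH1-R132H (0.5 ug/mL dispensed) in pH 7.5 Tris buffer was preincubated 30 min with compound, then given a substrate mix of 0.016 mM NADPH and 2 mM alpha-KG for 80 min at room temperature; remaining NADPH was read by diaphorase/resazurin fluorescence.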
Vif-A3G inh: Vif-A3G binding inhibition; Q9HC16; HeLa A3G-eYFP + Vif (tagged APOBEC3G with the HIV-1 protein that degrades it), YFP fluorescence, overnight; Potency, µM (titrated, usually from 46.1 µM), for the others: at the highest dose activity, negative = active, hits mostly inhibitors; hit rate 0.076% among 410,000;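 note: potency is the fitted concentration of half-maximal effect; % is set by controls: 0 for no effect and ±100 for the full control effect; nearly all actives have a fitted effect of over 60% in size; hits raise eYFP signal because A3G escapes Vif-driven loss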
Target sequence (Q9HC16 whole entry, looked up): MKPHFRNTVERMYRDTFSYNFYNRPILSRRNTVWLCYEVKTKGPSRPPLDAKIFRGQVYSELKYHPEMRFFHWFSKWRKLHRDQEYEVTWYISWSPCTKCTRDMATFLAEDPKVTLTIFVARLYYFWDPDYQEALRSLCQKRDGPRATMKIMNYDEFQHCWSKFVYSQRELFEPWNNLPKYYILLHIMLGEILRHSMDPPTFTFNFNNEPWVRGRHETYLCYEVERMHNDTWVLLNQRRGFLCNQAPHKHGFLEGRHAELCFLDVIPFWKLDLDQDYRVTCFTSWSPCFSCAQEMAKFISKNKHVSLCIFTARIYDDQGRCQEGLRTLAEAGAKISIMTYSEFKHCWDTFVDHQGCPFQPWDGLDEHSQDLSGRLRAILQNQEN
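Read-out is eYFP fluorescence (Ex 488/Em 500-530) from Vif-expressing HeLa A3G-eYFP cells; more signal means A3G escaped Vif-mediated degradation. Cells plated overnight, compound pinned in, incubated overnight at 37 deg C.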
RGS4 inhibitor: human RGS4 inhibition. P49798. Transcreener GDP fluorescence polarization, RGS4-accelerated GTP hydrolysis. Potency, µM (top dose mostly 114 µM), for inactives: at the top dose activity change, negative = inhibition, most hits filed as inhibitors. hit rate 0.039% among 390,000; note: potency is the fitted concentration of half-maximal effect; % is set by controls: 0 for no effect and ±100 for the full control effect; nearly all actives have a fitted effect of over 75% in size; some results filed as inactive show a strong effect at the top dose
Target sequence (P49798 whole entry, looked up): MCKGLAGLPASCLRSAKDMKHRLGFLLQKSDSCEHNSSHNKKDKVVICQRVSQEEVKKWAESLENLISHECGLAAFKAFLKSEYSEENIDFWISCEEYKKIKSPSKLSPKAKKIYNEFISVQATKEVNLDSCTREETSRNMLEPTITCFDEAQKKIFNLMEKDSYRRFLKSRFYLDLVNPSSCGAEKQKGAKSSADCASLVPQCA
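MLSMR compounds (23 nl, pin-transferred) preincubated 10 min at room temperature with a 500nM (2x) first reagent, then RGS4 at 900nM (2x) plus Transcreener GDP mix added; fluorescence polarization (620/688 nm) read before and after 90 min at 30 °C.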
USP1 inh: blocks the human USP1/UAF1 deubiquitinase complex | recombinant USP1/UAF1, Ub-Rhodamine cleavage fluorescence | Potency, µM (doses to about 57.1 µM), for the others: at the highest dose activity change, negative = inhibition, hits mostly inhibitors | hit rate 0.23% among 390,000; note: potency is the fitted concentration of half-maximal effect; % is set by controls: 0 for no effect and ±100 for the full control effect; nearly all actives have a fitted effect of over 60% in size; inactives centre near -12
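USP1/UAF1 complex at 1 nM was preincubated with compound for 15 min at room temperature, then Ub-Rho substrate (150nM final) was added. Fluorescence (480/540 nm) was read kinetically, 6 reads every 60 seconds.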
TrxR1 substrate: is turned over as a substrate by rat TrxR1; purified TrxR1 substrate turnover, NADPH consumption readout; Potency, µM (series often up to 114 µM), for inactives: at the highest dose activity change, negative = substrate turnover; hit rate 0.01% among 390,000; note: potency is the fitted concentration of half-maximal effect; % is set by controls: 0 for no effect and ±100 for the full control effect; nearly all actives have a fitted effect of over 50% in size
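Rat TrxR1, dispensed at 90 nM, was prereduced with 400 uM NADPH (final) for 5 min at ~22 deg C, then incubated with compound 15 min before 400 uM selenite. A first-read NADPH fluorescence drop versus no-compound background flagged substrates.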
Vif-APOBEC3F blk: blocks the Vif interaction with APOBEC3F. HeLa A3F-eYFP + Vif (tagged APOBEC3F with the HIV-1 protein that degrades it), YFP fluorescence increase. Potency, µM (titrated, usually from 46.1 µM), inactives show at the highest dose activity, negative = active. hit rate 0.2% among 390,000; note: potency is the fitted concentration of half-maximal effect; % of control where 0% means no effect; nearly all actives have a fitted effect of over 65% in size
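Fluorescence increase (Ex 488/Em 500-530) after overnight compound treatment at 37 deg C flags inhibition of Vif-driven A3F-eYFP loss in stable HeLa A3F-eYFP/Vif cells seeded overnight beforehand.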
An asterisk follows results filed as active; & = joins results of further samples; [ ] = remark or other dose. Unless noted, calls come from the whole dose curve; as a rule, active = well fitted curve in the direction sought with a large enough effect; inconclusive = small, poorly fitted or top-dose-only effect, or another doubt; inactive = no such curve, though single readings can be large; an effect the other way counts as inactive or inconclusive. An excerpt (hit frequency here may not be typical).

Cc1ccc(Cn2ccccc2=N)cc1 was read as Glioma ERSR ind -5%, LDHA block 1, rTrxR1 inhibitor 11%, mIDH1 inhibitor 3%, Vif-A3G inh 1%, RGS4 inhibitor -7%, USP1 inh -12%, TrxR1 substrate 11%[57.1 µM] and Vif-APOBEC3F blk inconclusive.
Screening CC1=C(O)C(=O)C=C2C1=CC=C1C2(C)CCC2(C)C3CC(C)(C(=O)O)CCC3(C)CCC12C (stereo unspecified) returned Glioma ERSR ind -14%, LDHA block 32, rTrxR1 inhibitor 20µM*, mIDH1 inhibitor -27%, Vif-A3G inh 0%, RGS4 inhibitor inconclusive, USP1 inh -21%, TrxR1 substrate -14% and Vif-APOBEC3F blk 8%.
Screening CC1Oc2cc3c(-c4c(O)cc(O)c5c(O)c6c(cc45)OC(C)C(C)C6=O)c(O)cc(O)c3c(O)c2C(=O)C1C (stereo unspecified) returned Glioma ERSR ind -4%, LDHA block 6, rTrxR1 inhibitor -20%, mIDH1 inhibitor -20%, Vif-A3G inh inconclusive, RGS4 inhibitor inconclusive, USP1 inh 13µM*, TrxR1 substrate -15% and Vif-APOBEC3F blk -4%.
`CCOc1ccc(CCNC(=O)c2ccc(-n3c(C)cc4c3CCCC4)cc2)cc1OCC` gave Glioma ERSR ind -1%, LDHA block -2, rTrxR1 inhibitor -29%, mIDH1 inhibitor 0%, Vif-A3G inh 0%, RGS4 inhibitor 5%, USP1 inh -18%, TrxR1 substrate -4% and Vif-APOBEC3F blk inconclusive.
`COc1ccc(NC2CC(=O)N(C(C)C)C2=O)cc1` (stereo unspecified) gave Glioma ERSR ind 4%, LDHA block 19, rTrxR1 inhibitor 3.5µM*, mIDH1 inhibitor 3%, Vif-A3G inh -4%, RGS4 inhibitor -37%, USP1 inh -16%, TrxR1 substrate 2%[57.1 µM] and Vif-APOBEC3F blk -5%.
For O=C(O)CNC1c2ccccc2CSc2ccccc21 (stereo unspecified) the results were Glioma ERSR ind -5%, LDHA block -4, rTrxR1 inhibitor inconclusive, mIDH1 inhibitor 0%, Vif-A3G inh -3%, RGS4 inhibitor -38%, USP1 inh -9%, TrxR1 substrate -2% and Vif-APOBEC3F blk 10%.
For O=C1CN=C(c2ccccc2)c2cc([N+](=O)[O-])ccc2N1 the results were Glioma ERSR ind -4%&-5%, LDHA block -1, rTrxR1 inhibitor -10%, mIDH1 inhibitor 8%, Vif-A3G inh 0%, RGS4 inhibitor -26%, USP1 inh -21%, TrxR1 substrate -9% and Vif-APOBEC3F blk -1%.
For COc1ccc(OCC#CCN2CCNCC2)cc1 the results were Glioma ERSR ind -1%, LDHA block -24, rTrxR1 inhibitor -30%, mIDH1 inhibitor 0%, Vif-A3G inh 2%, RGS4 inhibitor 3%, USP1 inh -6%, TrxR1 substrate -10% and Vif-APOBEC3F blk 2%.
For NCC(CC(=O)O)C1CCCCC1 (stereo unspecified) the results were Glioma ERSR ind -4%, LDHA block -3, rTrxR1 inhibitor 30%[57.1 µM], mIDH1 inhibitor 11%, Vif-A3G inh -1%, RGS4 inhibitor -6%, USP1 inh 3%, TrxR1 substrate 18% and Vif-APOBEC3F blk -13%.
Screening Oc1ccc2c3c1O[C@H]1c4[nH]c5c(c4C[C@@]4(O)[C@@H](C2)N(CC2CC2)CC[C@]314)C[C@@]1(O)[C@H]2Cc3ccc(O)c4c3[C@@]1(CCN2CC1CC1)[C@H]5O4 returned Glioma ERSR ind -2%&-5%, rTrxR1 inhibitor 15%[57.1 µM], RGS4 inhibitor inconclusive and TrxR1 substrate 10%[57.1 µM].
`O=C(COc1ccccc1F)N1CCN(CCN2C(=O)c3cccc4cccc(c34)C2=O)CC1` gave Glioma ERSR ind -1%, LDHA block -2, rTrxR1 inhibitor 2%[57.1 µM], mIDH1 inhibitor 8%, Vif-A3G inh -1%, RGS4 inhibitor -15%, USP1 inh -6%, TrxR1 substrate 6%[57.1 µM] and Vif-APOBEC3F blk 5%.
For COc1ccc2c(c1O)-c1cccc3c1[C@@H](C2)N(C)CC3 the results were Glioma ERSR ind -3%&-1%, LDHA block 3, rTrxR1 inhibitor 1%[57.1 µM], mIDH1 inhibitor 0%, Vif-A3G inh 2%, RGS4 inhibitor -16%[56.9 µM], USP1 inh -17%, TrxR1 substrate 29%[57.1 µM] and Vif-APOBEC3F blk -4%.
Screening CCCCn1c(O)c(/C=N/N2CCOCC2)c(=O)[nH]c1=S returned Glioma ERSR ind 1%, LDHA block 1, rTrxR1 inhibitor -6%, mIDH1 inhibitor 13%, Vif-A3G inh 0%, RGS4 inhibitor -10%, USP1 inh -17%, TrxR1 substrate -7% and Vif-APOBEC3F blk -18%.
CCN1c2nc3ccccn3c(=O)c2CC2(C(=O)N(C)C(=O)N(C)C2=O)C1C (stereo unspecified) was read as Glioma ERSR ind -1%, LDHA block -7, rTrxR1 inhibitor 3%, mIDH1 inhibitor 19%, Vif-A3G inh 1%, RGS4 inhibitor -41%, USP1 inh -4%, TrxR1 substrate 6% and Vif-APOBEC3F blk -11%.
`CCCCC/C(=N/O)c1c(C)[nH]c2ccccc12` gave Glioma ERSR ind -3%, LDHA block -1, rTrxR1 inhibitor 16%, mIDH1 inhibitor -5%, Vif-A3G inh 5%, RGS4 inhibitor 16%, USP1 inh -15%, TrxR1 substrate -5% and Vif-APOBEC3F blk -2%.
Screening NC(C(=O)O)c1cc(=O)[nH]o1 (stereo unspecified) returned Glioma ERSR ind -2%&-1%&1%, LDHA block -5, rTrxR1 inhibitor -4%[57.1 µM], mIDH1 inhibitor 1%, Vif-A3G inh -1%, RGS4 inhibitor 7%[56.9 µM], USP1 inh 6%, TrxR1 substrate 7%[57.1 µM] and Vif-APOBEC3F blk 3%.
`CCNC(=O)N1Cc2ccccc2-n2nncc2C1` gave Glioma ERSR ind -3%, LDHA block -23, mIDH1 inhibitor -8%, Vif-A3G inh -1%, USP1 inh -5% and Vif-APOBEC3F blk -12%.
Screening Cn1cc(C(=O)Cc2ccccc2)c2ccccc21 returned Glioma ERSR ind -1%, LDHA block -2, rTrxR1 inhibitor 10%, mIDH1 inhibitor 3%, Vif-A3G inh 5%, RGS4 inhibitor inconclusive, USP1 inh -20%, TrxR1 substrate 1% and Vif-APOBEC3F blk 4%.
COCCNC(=O)CN1C(=O)C(C)N=C(c2ccccc2)c2cc(Cl)ccc21 (stereo unspecified) was read as Glioma ERSR ind -3%, LDHA block -3, rTrxR1 inhibitor 10%[57.1 µM], mIDH1 inhibitor 22%, Vif-A3G inh -11%, RGS4 inhibitor 14%, USP1 inh -4%, TrxR1 substrate 11%[57.1 µM] and Vif-APOBEC3F blk -4%.
Screening C/C(=C\C(=O)c1ccc(Br)cc1)NCc1ccccc1 returned Glioma ERSR ind inconclusive, LDHA block -7, rTrxR1 inhibitor 7%[57.1 µM], mIDH1 inhibitor 0%, Vif-A3G inh -3%, RGS4 inhibitor -2%, USP1 inh -23%, TrxR1 substrate -12% and Vif-APOBEC3F blk 3%.
Screening CCOC(=O)N(C)c1ccc(C(O)(C(=O)OCC)C(F)(F)F)cc1 (stereo unspecified) returned Glioma ERSR ind -4%, LDHA block 1, rTrxR1 inhibitor -1%, mIDH1 inhibitor 15%, Vif-A3G inh 1%, RGS4 inhibitor -13%, USP1 inh -20%, TrxR1 substrate 0% and Vif-APOBEC3F blk -5%.
COC(=O)NC(=S)Nc1ccccc1NC(=S)NC(=O)OC was read as Glioma ERSR ind 1%&2%, LDHA block -3, rTrxR1 inhibitor inconclusive, mIDH1 inhibitor -1%, Vif-A3G inh -3%, RGS4 inhibitor -17%, USP1 inh 8%, TrxR1 substrate -2% and Vif-APOBEC3F blk 0%.
For COc1cccc(N2CCN(Cc3cccc(Cl)c3)CC2)c1 the results were Glioma ERSR ind -3%, LDHA block -4, rTrxR1 inhibitor 13%, mIDH1 inhibitor 2%, Vif-A3G inh 0%, RGS4 inhibitor -11%, USP1 inh -13%, TrxR1 substrate 0% and Vif-APOBEC3F blk -6%.

Some of these compounds in order of length of the SMILES, low to high.
`CCCCC/C(=N/O)c1c(C)[nH]c2ccccc12` gave Glioma ERSR ind -3%, LDHA block -1, rTrxR1 inhibitor 16%, mIDH1 inhibitor -5%, Vif-A3G inh 5%, RGS4 inhibitor 16%, USP1 inh -15%, TrxR1 substrate -5% and Vif-APOBEC3F blk -2%.
Screening C/C(=C\C(=O)c1ccc(Br)cc1)NCc1ccccc1 returned Glioma ERSR ind inconclusive, LDHA block -7, rTrxR1 inhibitor 7%[57.1 µM], mIDH1 inhibitor 0%, Vif-A3G inh -3%, RGS4 inhibitor -2%, USP1 inh -23%, TrxR1 substrate -12% and Vif-APOBEC3F blk 3%.
Screening CCOC(=O)N(C)c1ccc(C(O)(C(=O)OCC)C(F)(F)F)cc1 (stereo unspecified) returned Glioma ERSR ind -4%, LDHA block 1, rTrxR1 inhibitor -1%, mIDH1 inhibitor 15%, Vif-A3G inh 1%, RGS4 inhibitor -13%, USP1 inh -20%, TrxR1 substrate 0% and Vif-APOBEC3F blk -5%.
